# From PubChem BioAssay
# KDM5B inh: blocks human KDM5B histone demethylase activity; Q9UGL1; KDM5B demethylase, FDH-coupled NADH fluorescence (FDH is formaldehyde dehydrogenase); Potency, µM (doses to about 57.7 µM), for inactives: at the top dose activity change, negative = inhibition, usual class: inhibitors; 2.6% of 220,000 active; AID 1347165; active = well fitted inhibition curve with a large enough effect; inconclusive = small, poorly fitted or top-dose-only effect; inactive = no such curve, though single readings can be large or run the other way; also: 0% is about no effect; nearly all actives have a fitted effect of over 70% in size
# Target sequence (Q9UGL1 whole entry, looked up): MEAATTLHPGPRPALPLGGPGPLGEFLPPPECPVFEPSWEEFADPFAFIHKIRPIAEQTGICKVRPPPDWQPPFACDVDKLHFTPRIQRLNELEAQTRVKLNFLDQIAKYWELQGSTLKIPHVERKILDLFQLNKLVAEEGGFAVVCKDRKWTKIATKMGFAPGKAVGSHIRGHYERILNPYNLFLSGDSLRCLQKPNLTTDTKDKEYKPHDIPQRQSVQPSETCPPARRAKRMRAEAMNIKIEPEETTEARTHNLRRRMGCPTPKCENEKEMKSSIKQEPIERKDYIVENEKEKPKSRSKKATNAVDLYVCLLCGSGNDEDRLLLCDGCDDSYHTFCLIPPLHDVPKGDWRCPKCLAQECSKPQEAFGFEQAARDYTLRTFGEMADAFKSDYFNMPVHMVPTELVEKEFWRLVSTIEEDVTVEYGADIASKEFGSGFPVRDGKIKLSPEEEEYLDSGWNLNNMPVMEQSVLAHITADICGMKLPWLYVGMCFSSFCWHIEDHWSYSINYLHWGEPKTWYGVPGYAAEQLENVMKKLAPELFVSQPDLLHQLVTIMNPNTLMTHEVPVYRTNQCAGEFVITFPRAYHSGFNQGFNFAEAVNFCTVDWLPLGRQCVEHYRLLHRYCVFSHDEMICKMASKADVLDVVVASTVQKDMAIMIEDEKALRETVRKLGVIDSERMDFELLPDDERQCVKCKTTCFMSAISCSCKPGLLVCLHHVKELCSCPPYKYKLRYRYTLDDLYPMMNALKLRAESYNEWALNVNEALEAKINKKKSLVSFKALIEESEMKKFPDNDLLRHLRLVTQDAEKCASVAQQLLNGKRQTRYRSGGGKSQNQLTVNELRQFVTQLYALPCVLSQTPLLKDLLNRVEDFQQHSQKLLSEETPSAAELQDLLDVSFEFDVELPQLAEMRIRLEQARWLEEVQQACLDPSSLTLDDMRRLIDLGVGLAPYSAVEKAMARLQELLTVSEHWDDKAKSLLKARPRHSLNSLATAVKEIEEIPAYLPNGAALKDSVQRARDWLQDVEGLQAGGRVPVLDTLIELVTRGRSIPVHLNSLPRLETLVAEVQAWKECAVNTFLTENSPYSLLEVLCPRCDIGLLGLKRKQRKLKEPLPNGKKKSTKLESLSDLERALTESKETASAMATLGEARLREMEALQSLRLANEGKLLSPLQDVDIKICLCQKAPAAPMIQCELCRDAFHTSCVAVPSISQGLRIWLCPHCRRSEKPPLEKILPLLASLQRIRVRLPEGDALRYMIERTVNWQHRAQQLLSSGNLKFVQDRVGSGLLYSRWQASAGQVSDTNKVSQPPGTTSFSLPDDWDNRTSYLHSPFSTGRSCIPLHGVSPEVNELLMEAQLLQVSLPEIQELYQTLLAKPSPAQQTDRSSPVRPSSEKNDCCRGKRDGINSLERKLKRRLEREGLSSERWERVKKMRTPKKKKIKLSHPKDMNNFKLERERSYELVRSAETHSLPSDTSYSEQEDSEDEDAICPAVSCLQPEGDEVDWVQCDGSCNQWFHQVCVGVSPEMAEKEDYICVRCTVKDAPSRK
#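 qHTS format, multiple compound concentrations. Buffer 50 mM HEPES pH 7.5/0.01% Tween-20; 200 nM KDM5BΔAP final; 10 min compound preincubation; substrate-mix levels 12.5 µM peptide, 25 µM α-KG, 0.25 mM NAD⁺; 30 min RT; ΔRFU.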
# * = called active by the depositor; u = inconclusive; & = joins results of further samples; [ ] = another dose, or the depositor's remark. Potency is read from the fitted curve at half-maximal effect.
# The first 4 compounds, ahead of the listing:
Compound	KDM5B inh
CC1(c2ccccc2)N(Cc2ccccc2F)C(=O)OC12CCN(c1cccnc1)CC2 (centres undefined)	u
NCc1ccccc1-c1cccs1	-25.9%[149 µM]
CC(Oc1ccc(Cl)cc1)C(=O)NC(C)c1ccccc1 (centres undefined)	-7.0%
COc1ccccc1NC(=O)c1ncoc1-c1ccco1	10.7%&196.8%

# Results, from the first entry:
Compound	KDM5B inh
CC1(c2ccccc2)N(Cc2ccccc2F)C(=O)OC12CCN(c1cccnc1)CC2 (centres undefined)	u
NCc1ccccc1-c1cccs1	-25.9%[149 µM]
CC(Oc1ccc(Cl)cc1)C(=O)NC(C)c1ccccc1 (centres undefined)	-7.0%
COc1ccccc1NC(=O)c1ncoc1-c1ccco1	10.7%&196.8%
O=C(c1ccc2c(c1)N(Cc1ccc(Cl)cc1)C(=O)c1ccccc1S2=O)N1CCOCC1 (centres undefined)	u
CC(C)CCO[C@H]1COCCN(Cc2ccccn2)C1	u
Cc1nnc(NC(=O)CCc2ccc(-c3ccccc3)o2)s1	-6.7%
COc1ccccc1C(=O)Nc1ccc(C(=O)OCc2cc(=O)n3nc(C)sc3n2)cc1	u
CCCCN(CCCC)c1nc2ccccc2nc1C(C#N)C(=O)OC(C)C (centres undefined)	-8.2%
Cc1ccccc1C(=O)N1CCC2(CC1)OCC(C(=O)N1CCCC1)N2C(=O)c1ccc(F)cc1 (centres undefined)	2.2%
COCc1nc(C2CCN(C(C)=O)C2)no1 (centres undefined)	-2.4%
COc1ccc(-c2cc(N3CCC(NC(=O)c4ccc5cc[nH]c5c4)CC3)n[nH]2)cc1	28.2µM*
Cc1ccc(N2CC(NC(=O)CCc3ccccc3)CC2=O)cc1C (centres undefined)	-3.4%
Cc1nnc(NC(=O)C(Sc2ccccc2)c2ccccc2)s1 (centres undefined)	-0.6%
COc1ccc(CN2C(=O)[C@@H]3C[C@@H](CN3C3CCCC3)Oc3ccccc32)cc1	u
COc1ccc2c(c1)CCc1c(C(=O)Nc3c(C)nn(Cc4ccccc4Cl)c3C)noc1-2	u
CCN(CC)CCCNC(=O)c1nn(C)c2c1CSc1ccccc1-2	-10.9%
COC(=O)c1ccc(NC(=O)c2nc3ccccc3nc2N2CCCC2)cc1	9.3%
CC1CCCC(NC(C(=O)NC2CC2)c2ccccc2)C1C (centres undefined)	-13.6%
COC(=O)c1sccc1S(=O)(=O)N(CC(=O)Nc1cccc(OC)c1)c1ccc(Cl)cc1	-6.6%
COC(=O)N1CCCc2cc(S(=O)(=O)N3CCN(c4ccccc4)CC3)ccc21	u
FC(F)(F)c1ccc2c(c1)nc(-c1ccc(Cl)cc1)c1nccn12	12.7%
Cc1cc(-c2cc3c(cn2)CN(Cc2ccc(F)c(F)c2)CCN3)ccn1	-26.0%[86.2 µM]
CCCc1cc(N2CCC(N[C@@H]3CCNC3)CC2)nc(C)n1	-22.3%
COc1cccc(CCC2CCCN(C3CCN(Cc4cccnc4)CC3)C2)c1 (centres undefined)	-15.4%
Cn1cnc2c1c(=O)n(CC(=O)NCc1cccc(Cl)c1)c(=O)n2C	9.9%
O=C(NC1CCN(c2cc(-c3ccccc3)[nH]n2)CC1)c1cccs1	5.4%
O=C(Nc1ccc(Cl)cc1)NC1CCSc2ccccc21 (centres undefined)	12.6%
CCc1cc(=O)oc2cc(C)cc(OC(C)C(=O)NCCCN3CCOCC3)c12 (centres undefined)	u
O=C(CSc1cn(Cc2ccc(F)cc2)c2ccccc12)N1CCCc2ccccc21	16.2%
CCOC(=O)c1c(NC(=O)c2c(-c3ccccc3)noc2C)sc2c1CCC2	-1.4%
CC(C)C(OC(=O)c1ccco1)C(=O)NC1CCCC1 (centres undefined)	9.7%
CC(=O)N1Cc2ccccc2CC2(CCN(Cc3ccc(O)cc3)CC2)C1	11.3%[115 µM]
CCOC(=O)C(CC)n1nc(C)c2c(C)n(-c3ccc(C)cc3)nc2c1=O (centres undefined)	u
CCOC(=O)C(=CNc1ccc(OC)cc1[N+](=O)[O-])C(=O)OCC	-6.5%
COc1cccc(-c2cccc(CN3CCCC(C)(NC(C)=O)C3)c2)c1 (centres undefined)	-15.8%[86.2 µM]
CC1=C[C@@H](CNC(=O)COc2ccccc2)[C@H](C(C)C)C[C@H]1Cc1nnc(-c2cncn2C)o1	-5.4%
O=C(CSCc1ccc([N+](=O)[O-])cc1)N/N=C/c1ccco1	-14.2%
CC(C)(C)C(=O)N1CCC2(CC1)Cc1ccccc1NC2=O	-8.2%[86.2 µM]
CNC(=O)[C@@H](CC(C)C)N1CCC[C@H]1C(=O)N1CCCC1	-27.0%[86.2 µM]
Cc1cccc(NC(=O)N2CCCC(Cn3cnc4cccnc43)C2)c1C (centres undefined)	-4.4%
Cc1c(Cl)cccc1NC(=O)Cn1cccc1-c1nc(-c2ccc(F)cc2)no1	u
O=[S+]1([O-])NCC2(CCN(Cc3ccccn3)CC2)Oc2ncccc21	u
Cc1ccccc1CNC(=O)Cn1ccc2cc(S(=O)(=O)N3CCCCC3)ccc21	u
O=c1[nH]c(N2CCOCC2)nc2nccc(-c3ccc(OCc4ccccc4)cc3)c12	-132.3%
N#Cc1c(/N=C/c2cccnc2)sc2c1CCCC2	-7.4%
CN1C(=O)c2cccn2CC1CNC(=O)c1[nH]nc2c1COc1ccccc1-2 (centres undefined)	u
O=C(COC(=O)CCC(=O)c1ccc(Cl)cc1)NC1CCCCCCC1	21.0%
NC(=O)CO[C@@H]1CO[C@H]2[C@@H]1OC[C@@H]2NS(=O)(=O)c1ccc(Cl)cc1	-12.9%[86.2 µM]
CCOc1ccccc1CNC(=O)C1CCN(S(=O)(=O)c2ccc3[nH]c(=O)ccc3c2)CC1	-21.4%
O=C(c1cn[nH]c1-n1cnnn1)N1C[C@H](CO)C[C@H](CN2CCCC2)C1	u
O=C(OCc1ccccc1)N1CCOCC12CCN(Cc1nccs1)CC2	-29.8%[86.2 µM]
CCOc1ccc(NC(=O)c2cc(-c3ccc[nH]3)n[nH]2)cc1	-16.1%
COc1ccc(C)cc1Nc1nc(N)c(C(=O)c2ccc(Br)cc2)s1	15.5%
COc1ccc(OC)c(S(=O)(=O)N2C[C@@H](F)C[C@H]2C(=O)N2CCc3ccccc3C2)c1	5.6%
O=C(NCCCN1CCCC1)c1ccc(-c2ccccc2)cc1	5.9%
CCn1c(C)ccc(C(=O)N2CCc3[nH]nc(-c4ccccc4F)c3C2)c1=O	-41.9%
Cn1nc(C(=O)N2CCN(C(=O)N3CC4CC(C3)[C@H]3CCCC(=O)N3C4)CC2)c2ccccc21 (some centres undefined)	-9.6%
Cc1cc(C)c(O)c(NC(=O)Cc2nn(C)c(=O)c3ccccc23)c1	15.6%
COc1ccc(CNc2nc3c(c(=O)[nH]c(=O)n3C)n2Cc2cccc(C)c2)cc1	-7.7%

# Some of the entries so far, with each value named:
Cn1nc(C(=O)N2CCN(C(=O)N3CC4CC(C3)[C@H]3CCCC(=O)N3C4)CC2)c2ccccc21 (some centres undefined)
  KDM5B inh: -9.6%
CCn1c(C)ccc(C(=O)N2CCc3[nH]nc(-c4ccccc4F)c3C2)c1=O
  KDM5B inh: -41.9%
CC(C)C(OC(=O)c1ccco1)C(=O)NC1CCCC1 (centres undefined)
  KDM5B inh: 9.7%
Cc1c(Cl)cccc1NC(=O)Cn1cccc1-c1nc(-c2ccc(F)cc2)no1
  KDM5B inh: u

# (more compounds)
Compound	KDM5B inh
CN1CCC/C1=C\C(=O)c1ccccc1	10.9%
O=C(Nc1ccc2oc(-c3ccncc3)nc2c1)c1ccc2ccccc2c1	-7.9%
O=C(NCc1ccccc1)c1ccc(C2Nc3ccccc3S(=O)(=O)N2)cc1 (centres undefined)	u
CC(C)NC(=O)NC(=O)COC(=O)c1cc(S(=O)(=O)N2CCCCC2)ccc1N1CCOCC1	20.6%
N#Cc1ccccc1Sc1ccccc1C(=O)OCC(=O)c1ccc2c(c1)OCCO2	-9.5%
CCn1c(SCc2ccccc2)nnc1-c1nonc1NC(C)=O	8.9%
COc1ccc(NC(=O)c2ccc(Br)o2)cc1NC(=O)c1cccc(C)c1	1.4%
COc1ccccc1-c1noc(CSc2nc(C3CC3)n(-c3ccccc3)n2)n1	6.8%
CC(=O)Nc1ccc(NC(=O)CCn2cnc3c2c(=O)n(C)c(=O)n3C)cc1	13.9%
CCOP(=O)(OCC)c1nc(Cc2ccc(Cl)cc2)oc1NCc1ccc2c(c1)OCO2	-4.1%
N#CC1(NC(=O)CSc2nccn2C2CC2)CCCCCC1	-4.0%
Cc1ccc(S(=O)(=O)Nc2nc3n(n2)C(c2ccccc2Cl)C=C(c2ccccc2)N3)cc1 (centres undefined)	u
CCOc1ccccc1NC(=O)C(C)Sc1nc(-c2ccccc2)c(C#N)c(=O)[nH]1 (centres undefined)	-27.1%
CCN(CC1CCCO1)C(=O)c1ccccc1OC1CCN(C(=O)c2cccnc2)CC1 (centres undefined)	-1.8%
Cc1sc(C)c(CNc2ccccc2)c1CNc1ccccc1	-2.9%
O=C(N[C@@H](Cn1cc(Cl)c(=O)[nH]c1=O)C(=O)O)c1cccc(F)c1	-21.1%[86.2 µM]
COc1ccc(OCc2cc(C(=O)N(C)CCCO)n[nH]2)c(Cl)c1	14.0%
NC(=O)[C@@H](Cc1ccccc1)NC(=O)C1=C[C@@H](NS(=O)(=O)c2cccc(C(F)(F)F)c2)[C@@H](O)[C@H](O)C1	-8.9%
CCOc1ccc(CC(=O)N2CCC(Cc3nc(-c4ccc(OC)cc4)no3)CC2)cc1OCC	6.4%
CCCCN(CC)CCCNC(=O)C1CCCN(c2ncnc3c2nc2n3CCCCC2)C1 (centres undefined)	-7.1%
CCCCn1c(=N)c(C(=O)NC2CCCCC2)cc2c(=O)n3cccc(C)c3nc21	u
Cc1cnc(CC2CCCN(C(=O)COc3ccccc3)C2)n1Cc1ccc(F)cc1 (centres undefined)	17.0%
CC1=C(C(=O)OC(C)C)C(c2ccc([N+](=O)[O-])cc2)N2C(CC(=O)N3CCOCC3)=CSC2=N1 (centres undefined)	-5.0%
COc1ccc(NC(=O)CN2C(=O)NC(c3ccccc3Cl)C3=C2COC3=O)c(OC)c1 (centres undefined)	-2.8%
CC(=O)Nc1ccc(-c2csc(Nc3ncccn3)n2)cc1	40.9%[activator]
OCCNc1nc(-c2ccsc2)nc2ccccc12	-26.9%
CCOc1ccc(C(=O)Nc2cccc(-c3nc4ccccc4o3)c2)cc1[N+](=O)[O-]	3.2%
COc1cc(C(=O)N2CCC(N3CCCCC3)CC2)cc(OC)c1C	14.0%
COc1ccccc1CC(=O)N1CCCc2ncc(C(=O)Nc3ccccn3)cc21	-13.3%[86.2 µM]
COc1cccc2c(C(C(=O)O)N3CCN(C(=O)OC(C)(C)C)CC3)c[nH]c12 (centres undefined)	-2.8%
COc1ccccc1N1CCC(N[C@H](c2cccs2)C2CC(O)C2)CC1 (some centres undefined)	-13.4%
CCN1CCN(CCCNC(=O)CN2CC3CC(C2)[C@H]2CCCC(=O)N2C3)CC1 (some centres undefined)	-2.6%
CCSc1nnc2c(n1)OC(c1ccc(OC)cc1OC)N(C(C)=O)c1ccccc1-2 (centres undefined)	2.6%
CCCS(=O)(=O)Nc1cc(-c2cn3cccc(C)c3n2)ccc1C	u
CCN(CC)Cc1ccc(CNC(=O)c2c(C)[nH]c3ccccc23)cc1	15.0%
CCC(=O)Nc1nnc(SCC(=O)Nc2ccc3c(c2)OCCO3)s1	39.0%[activator]
N#Cc1ccccc1CN1CCC(Cc2nncn2-c2ccccc2)CC1	-11.7%
CN(C)C(=O)c1ccc(N2CCC(NCCC3=CC[C@H]4C[C@@H]3C4(C)C)CC2)cc1	-5.5%
CN1C(=O)CC[C@]2(C(=O)NCc3cccc(F)c3)CCCC[C@@H]12	12.4%
Cc1oc(-c2nc(C#N)c(N(C)C)o2)cc1S(=O)(=O)N(C)Cc1ccccc1	u
O=C(NCc1ccccc1Cl)C1CCCN(C(=O)c2cnn(-c3ccc(F)cc3)c2-n2cccc2)C1 (centres undefined)	u
CCc1[nH]c2c(CNC(=O)CC3NC(=O)c4ccccc43)cc(C)cc2c1C (centres undefined)	u
CN(C)c1ncc2c(n1)C(C)(C(=O)NCC1CC1)CCC2 (centres undefined)	31.6µM*
CC(C)N(C(=O)c1ccc(-c2ccccc2F)cc1)C(C)C	3.5%
Cc1cccc(C(=O)N2CCC(c3n[nH]c(=O)n3-c3ccccc3)CC2)c1	-10.7%
COc1ccc(-c2nc(CS(=O)CC(=O)NCCc3ccccc3)c(C)o2)cc1OC (centres undefined)	5.7%
O=C(Nc1ccc2c(c1)OCO2)c1cc(-c2ccc(Br)cc2)on1	-21.2%
CCc1ccc(NC(=O)C2(c3cccs3)CCOCC2)cc1	-24.8%
COc1cccc(CCC(=O)N2Cc3ccccc3OC3(CCN(C)CC3)C2)c1	-14.8%
O=C(Nc1ccccc1Br)N1CCN(S(=O)(=O)c2ccccc2)CC1	17.1%
CCN(CC)CCCNc1nc(-n2nc(C)cc2C)nc2sc3c(c12)CC(C)(C)OC3	u
NC(=O)C1CCN(C(=O)c2ccc3nc(N4CCCCC4)sc3c2)CC1	21.2%

# An excerpt. The share of hits here may be higher or lower than overall.
